Compound activity as filed in PubChem BioAssay.
Coupling enz: coupling enzyme interference in Giardia aldolase counter-screen; hit rate 0.67% among 290,000; activity change, negative = inhibition, % at 58.2 µM, hits read low; AID 2472; coupling enzyme system counterscreen, AmpLite Red fluorescence; in the data active means activity change below about -30%; further: on the % scale 0 is the no-effect control and ±100 the full control effect
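First, compound is pin-transferred into glyceraldehyde-3-phosphate coupling-enzyme reagent at 57.5 uM final and held 10 min at RT. Next, substrate, coupling system and AmpLite Red are added. After 20 min RT, fluorescence (525/598 nm) is read.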
MLL CXXC-DNA inh: inhibitors of human MLL CXXC domain-DNA interaction. hit rate 0.037% among 290,000. MLL-CXXC / FITC-HOXA9 DNA fluorescence polarization. Potency, µM (highest dose often 115 µM), without a hit: at the highest dose activity change, negative = inhibition, actives largely listed as inhibitors. Q03164; active means well fitted inhibition curve with a large enough effect in the polarisation, with a control signal flat, not every such curve was filed as active; inconclusive means small, poorly fitted or top-dose-only effect, or effect the other way, or a change in a side signal; inactive means no such curve, though single readings can be large or run the other way; the % refers to the polarisation; further: potency means the concentration at half of the fitted maximal effect
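Purified MLL-CXXC (added from a 7 uM solution) was preincubated 5 min at ambient with pinned compounds in 50 mM Tris-HCl pH 7.5, 50 mM NaCl, 1 mM DTT, 0.05% BSA. Fluorescein-labeled HOX-A9 DNA (50 nM solution) followed, 30 min, then polarization read.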
KCNH2 3.1 block: KCNH2 3.1 (human) potassium channel inhibition; U2OS KCNH2 3.1, thallium flux FluxOr; active compounds read low; AID 720553; activity change, % (tested at about 1.8 µM); hit rate 0.95% among 340,000;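 active means maximum activity change below -70%; inconclusive means maximum activity change from -70% to -50%; inactive means maximum activity change above -50%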;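 further: thallium influx rate constant from kinetic fluorescence after stimulation buffer; on the % scale 0 is the no-effect control and ±100 the full control effect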
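Thallium flux read-out: FluxOr dye with Red40 quencher in HBSS/HEPES, 45 min at RT. Rate constants from kinetic reads were normalized to positive and negative DMSO controls. Cells: U2OS virally expressing the 3.1 isoform.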
KCNH2 WT inh: inhibitors of human wildtype KCNH2 potassium channel; Q12809; U2OS, BacMam KCNH2, thallium flux FluxOr; active compounds read low; activity change, % at 1.84 µM; hit rate 0.37% among 340,000;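 active means maximum activity change below -70%; inconclusive means maximum activity change between -70% and -50%; inactive means maximum activity change above -50%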; further: on the % scale 0 is the no-effect control and ±100 the full control effect
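U2OS cells transduced with wild-type KCNH2 virus are loaded with FluxOr dye for 45 min, and thallium flux is measured in kinetic reads before and after stimulation buffer. Rate constants are normalized to DMSO controls.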
ASM inhibitor: inhibitors of human secretory acid sphingomyelinase | P17405 | hit rate 0.006% among 340,000 | placental ASM, HMU-PC fluorogenic substrate, 60 min | AID 504937 | Potency, µM (top dose mostly 57.5 µM), inactives show at the top dose activity change, negative = inhibition, most hits filed as inhibitors; further: potency means the concentration at half of the fitted maximal effect
Target sequence (P17405 47-631 limits assumed): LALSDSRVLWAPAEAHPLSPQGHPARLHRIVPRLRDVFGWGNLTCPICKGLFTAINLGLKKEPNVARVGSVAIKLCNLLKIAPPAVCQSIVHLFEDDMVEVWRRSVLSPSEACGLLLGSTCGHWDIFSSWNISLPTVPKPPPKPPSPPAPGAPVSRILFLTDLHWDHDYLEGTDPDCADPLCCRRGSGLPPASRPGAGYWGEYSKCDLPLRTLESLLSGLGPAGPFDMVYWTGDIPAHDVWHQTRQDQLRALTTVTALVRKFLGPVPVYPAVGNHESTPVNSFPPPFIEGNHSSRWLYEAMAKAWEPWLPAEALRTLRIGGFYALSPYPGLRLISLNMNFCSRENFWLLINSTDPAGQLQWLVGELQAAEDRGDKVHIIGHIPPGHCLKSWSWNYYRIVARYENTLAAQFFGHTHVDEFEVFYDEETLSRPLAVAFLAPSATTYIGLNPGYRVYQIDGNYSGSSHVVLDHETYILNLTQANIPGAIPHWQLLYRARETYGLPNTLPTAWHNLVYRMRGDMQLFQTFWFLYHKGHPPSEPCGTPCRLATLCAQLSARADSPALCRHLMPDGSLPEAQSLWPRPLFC
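Human placenta-derived ASM enzyme was preincubated with compound for 10 minutes at room temperature, then given fluorogenic substrate HMU-PC0 (9 uM final) for 60 minutes at 37 °C; a pH 10 stop preceded fluorescence reading at Ex 386/Em 447 nm.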
Integrin act MD: integrin-mediated muscular dystrophy alleviation activation; alpha7betagal myoblasts, beta-gal FDG fluorescence, 48 h; Potency, µM (highest dose often 38.3 µM), for the others: at the top dose activation, hits mostly activators; hit rate 0.064% among 350,000;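 further: potency means the concentration at half of the fitted maximal effect; 100% = response of the positive control SU9516; nearly all actives have a fitted effect of over 60% in size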
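Alpha7betagal+/- myoblasts (passage 13) were plated 16-24 hr, then exposed to compounds (1:260 dilution of DMSO stock) for 48 hours at 37C. After MPER lysis, β-galactosidase reporter activity was read as FDG fluorescence (ex 480/em 540) after 30 minutes.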
MBNL1 CUG block: blocks human MBNL1 binding to CUG repeat RNA; Q9NR56; TR-FRET MBNL1-His/biotin-(CUG)12 binding, 665/545 ratio; Potency, µM (doses to about 57.5 µM), inactives show top-dose activity change, negative = inhibition, hits mostly inhibitors; hit rate 0.036% among 280,000; active means well fitted inhibition curve with a large enough effect in the signal ratio, with a control signal flat, not every such curve was filed as active; inconclusive means small, poorly fitted or top-dose-only effect, or effect the other way, or a change in a side signal; inactive means no such curve, though single readings can be large or run the other way; the % refers to the signal ratio; further: potency means the concentration at half of the fitted maximal effect; on the % scale 0 is the no-effect control and ±100 the full control effect
Target sequence (Q9NR56 whole entry, looked up): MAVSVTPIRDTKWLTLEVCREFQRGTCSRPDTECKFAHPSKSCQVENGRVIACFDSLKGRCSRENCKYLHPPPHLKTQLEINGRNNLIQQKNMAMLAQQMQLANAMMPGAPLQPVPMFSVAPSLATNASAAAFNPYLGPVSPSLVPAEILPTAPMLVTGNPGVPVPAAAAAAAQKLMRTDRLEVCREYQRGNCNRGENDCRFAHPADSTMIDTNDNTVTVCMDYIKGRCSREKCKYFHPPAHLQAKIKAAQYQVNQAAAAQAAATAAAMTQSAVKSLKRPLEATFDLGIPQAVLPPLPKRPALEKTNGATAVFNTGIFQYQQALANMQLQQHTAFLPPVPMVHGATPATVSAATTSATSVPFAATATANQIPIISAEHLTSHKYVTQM
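TR-FRET readout: Ex 340 nm, 665/545 nm emission ratio, normalized to buffer-only (basal) and MBNL1-(CUG)12 controls. Complex of MBNL1-His with Biotin-(CUG)12, compounds 92 nM–58 uM, incubated 60 min at room temperature.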
GALK inhibitor: galactokinase (human) inhibition; P51570; Potency, µM (titrated, usually from 57.5 µM), without a hit: top-dose activity change, negative = inhibition, usual class: inhibitors; hit rate 0.007% among 270,000; Purified GALK, Kinase-Glo residual ATP luminescence; further: potency means the concentration at half of the fitted maximal effect; on the % scale 0 is the no-effect control and ±100 the full control effect
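Kinase-Glo Plus luminescence measured ATP left after a 1 h room-temperature reaction. The reaction used 5 nM GALK, 100 uM galactose and 35 uM ATP at pH 8.0 (20 mM HEPES, 5 mM MgCl2, 60 mM NaCl, 1 mM DTT, 0.01% BSA).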
AT treatment: potential ataxia-telangiectasia treatments restoring KAP-1 phosphorylation | […] A-T fibroblasts, KAP-1 phosphorylation AlphaLISA; neocarzinostatin DNA damage 30 min before lysis | Potency, µM (series often up to 57.5 µM), without a hit: at the top dose activation, usual class: activators | hit rate 0.19% among 320,000; further: potency means the concentration at half of the fitted maximal effect; % of control where 0% means no effect; nearly all actives have a fitted effect of over 45% in size
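hTERT-immortalized A-T patient fibroblasts ([…]), 500 cells/well in OPTI-MEM, 1% FBS, got compounds for 60 min, then NCS for 30 min at 37C. Lysates were then assayed for phospho-KAP-1 by AlphaLISA (anti-pKAP1 donor, anti-KAP1 acceptor beads), 6 hr at 25C.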
TRPV1 agonist: agonists of human vanilloid receptor 1 (TRPV1) | TRPV1-expressing cells, Fluo-8 calcium influx, agonist mode | activation, % at 8.33 µM | hit rate 0.19% among 320,000 | AID 540275; in the data active means activation above about 80%; inconclusive means between about 30% and that limit; further: 0% is about no effect
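TRPV1-expressing cells were cultured overnight at 35.5C and loaded with Fluo-8 calcium dye for 40 to 90 min at room temperature. After a 10 s baseline, compound was added and calcium influx was read kinetically for 3 min (ex 480/em 520 nm).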
Starred values were filed as active, the others as inactive; i = inactive; ? = inconclusive; . = not tested or not shown; [ ] = another dose, or the depositor's remark. Unless noted, the call rests on the fitted dose curve; in most records, active means well fitted curve in the direction sought with a large enough effect; inconclusive means small, poorly fitted or top-dose-only effect, or another doubt; inactive means no such curve, though single readings can be large; an effect the other way counts as inactive or inconclusive.

SMILES | Coupling enz | MLL CXXC-DNA inh | KCNH2 3.1 block | KCNH2 WT inh | ASM inhibitor | Integrin act MD | MBNL1 CUG block | GALK inhibitor | AT treatment | TRPV1 agonist
CCCOc1ccc(N2C(=O)CC(NCCc3ccc(S(N)(=O)=O)cc3)C2=O)cc1 (configuration not stated) | 2 | 23% | -9 | 5 | 2% | -3% | -9% | 2% | . | 0
Cc1ccc(C(=O)OCc2nc3ccsc3c(=O)[nH]2)o1 | . | . | -4 | 0 | 3% | 7% | . | . | 1% | -6
CCOC(=O)CC1C(=O)NCCN1S(=O)(=O)c1ccccc1 (configuration not stated) | -3 | 2% | 2 | i | 1% | -2% | 2% | 1% | -3% | 0
COc1ccc(CCNC(=O)c2cccc([N+](=O)[O-])c2)cc1OC | . | . | 0 | 0 | 5% | 4% | . | . | . | .
COc1ccc(-c2csc3ncnc(N4CCN(Cc5ccccc5)CC4)c23)cc1 | -3 | 7% | 8 | -7 | . | -38% | 395%[activator] | -5% | 6% | 0
CNC(=O)NC(=O)C(C)OC(=O)c1c2c(nc3ccccc13)/C(=C/c1cccs1)CC2 (configuration not stated) | -9 | 0% | -3 | 3 | i | 4% | 4% | -1% | -1% | 15
CCN(c1ccc(NC(=O)c2ccc(Cl)nc2)cc1)C(C)C | 1 | 7% | 15 | -14 | -3% | 16% | . | 1% | -2% | 84*
CCN(CC(=O)Nc1c(F)cccc1F)C(=O)c1cc(S(=O)(=O)NCc2ccccc2)ccc1C | . | . | -2 | 0 | . | 7% | . | . | -10% | 7
O=C(NC(Cc1ccccc1)C(=O)N1CCCCC1)c1ccccc1 (configuration not stated) | . | . | 11 | 5 | . | -15% | . | . | 3% | 21
COc1ccc(NC(=O)NCCN2CCN(c3cccc(Cl)c3)CC2)cc1 | -32* | -3% | -43 | 0 | 5% | -16% | -14% | 1% | -11% | 1
COC(=O)c1cc(C(=O)OCC(=O)N(C)c2ccccc2)cc([N+](=O)[O-])c1 | 4 | 6% | -17 | -5 | 12% | 12% | ? | -1% | 0% | 1
CN(C(=O)COC(=O)c1nn(C)c(=O)c2ccccc12)c1c(N)n(Cc2ccccc2)c(=O)[nH]c1=O | . | . | 13 | -28 | 0% | 1% | . | . | -1% | -1
Cc1cccc(-n2cnc3cc(C(=O)N4CCc5ccccc54)ccc32)c1 | 0 | 10% | -12 | 2 | -5% | -18% | . | 1% | 7% | 15
O=C(O)c1ccc(Nc2ncnc3scc(-c4ccccc4)c23)cc1 | 7 | 7% | 8 | -12 | 2% | 21% | -2% | 2% | 2% | -1
CCCCOc1ccc(C(=O)CCN2CCOCC2)cc1 | 5 | ? | -5 | -3 | 2% | -38% | 0% | 10% | 3% | ?
O=C(Cc1ccccc1Cl)NNC(=O)Nc1ccccc1 | 0 | -1% | -24 | 11 | 0% | 9% | 0%[11.5 µM] | . | 1% | 1
COc1ccc(C(=O)c2c(C)c3ccccc3n2CC(O)CNC(C)C)cc1 (configuration not stated) | 1 | -2% | 11 | 23 | -9% | -57%[inhibitor] | -5%[11.5 µM] | . | 3% | 6
COc1cc(C(=O)N2CCN(c3ccccc3OC)CC2)c([N+](=O)[O-])cc1OC | -2 | -2% | 5 | -11 | -1% | -23% | ? | 2% | 4%[11.5 µM] | 1
O=C(NNS(=O)(=O)c1ccccc1[N+](=O)[O-])c1cccnc1 | 1 | 1% | -6 | -2 | 0% | 25% | 5% | 2% | -7% | 2
C=CCn1c(-c2cccc(OC)c2OC)n[nH]c1=S | 1 | -5% | 8 | -4 | 0% | -13% | 2% | 0% | 2% | -3
CCN(CC)CC(=O)Nc1sc2c(c1C(=O)c1ccccc1C)CCC2 | 1 | 3% | 12 | 4 | 1% | -21% | 6% | 5% | 11% | 2
CC1CN(C2=NC(=O)/C(=C3/C(=O)N(Cc4ccc(F)cc4)c4ccccc43)S2)CC(C)O1 (configuration not stated) | 1 | -8% | 1 | -13 | -23% | -19% | 1% | 1% | 10% | 0
Cc1occc1-c1nnc(SCC(=O)Nc2ccccc2N2CCCCC2)n1C | 0 | -6% | -9 | 6 | 0% | 8% | -9% | 3% | 6% | 25
O=C(c1nn(Cc2ccccc2)c(=O)c2ccccc12)N1CCN(C/C=C/c2ccccc2)CC1 | 1 | 0% | ? | 16 | -1% | -49%[inhibitor] | 16% | -4% | -6% | 13
CN(C(=O)CN1C(=O)/C(=C/c2ccc(F)cc2)SC1=S)C1CCS(=O)(=O)C1 (configuration not stated) | -1 | -9% | -10 | 0 | -16% | 23% | ? | 6% | 9% | 0
C/C(=N\OC(=O)c1ccccc1F)c1nccs1 | 0 | 28% | -2 | 0 | -1% | 22% | 12% | -2% | 4% | -1
CCCn1ncc(CN2CCN(Cc3ccsc3)C(CCO)C2)c1C (configuration not stated) | 1 | 1% | 7 | 0 | 0% | 16% | 8% | 9% | 1% | -2
O=C(CNC(=O)c1ccc(Cl)cc1Cl)OC1CCCCC1=O (configuration not stated) | . | . | -2 | -5 | 3% | 16% | . | . | -3% | .
CCN(CC)C(=O)Oc1cc2c(-c3cc4cccc(OC)c4o3)cc(=O)oc2cc1C | . | 4% | 0 | -10 | -8% | 19% | 8% | -5% | 2% | ?
CC(=O)NC1(C(F)(F)F)C(=O)NC(C)=C1C#N (configuration not stated) | 1 | -8% | 15 | 7 | 1% | 19% | 6% | 2% | 1% | 5
COc1ccccc1CNC(=O)c1cccc(S(=O)(=O)N2CCN(C)CC2)c1 | -3 | 0% | 11 | 0 | 2% | 8% | -5% | 4% | 12% | 2
CCC(=O)Nc1ccc(-c2nn3c(C)nnc3s2)cc1C | 2 | -6% | -115* | -22 | 5% | 8% | 9% | 1% | 1% | 1
CC1(C)CC(=O)C2=C(C1)OC1OC(=O)CC21C (configuration not stated) | 4 | 2% | -26 | 2 | 4% | 0% | -7% | -1% | 0% | 0
COc1cc(CC(=O)OCC(=O)Nc2ccc(Cl)c(S(=O)(=O)N(C)C)c2)cc(OC)c1OC | -2 | 1% | -10 | -6 | 0% | 24% | -14% | 2% | -7% | 0
CCOc1ccc(N2CC(=O)Nc3ccccc3NCC2=O)cc1 | -4 | 15% | -1 | -9 | -2% | -31% | 9% | 5% | 4% | -1
COc1cc(S(=O)(=O)N2CCCCC2)ccc1NC(C)=O | 0 | -21% | 13 | -11 | 0% | 5%[7.66 µM] | -3% | -1% | 1% | 2
Cc1ccc2nc(/C(C#N)=C\c3ccc(Oc4ccc(C(F)(F)F)cc4[N+](=O)[O-])cc3)[nH]c2c1 | 6 | 12% | -2 | -3 | 5% | -38% | . | 2% | -7% | 3
Cc1cc(/C=C(\C#N)C(=O)Nc2ccccc2)c(C)n1-c1cccnc1 | 1 | ? | -24 | -2 | 50%[activator] | -12% | 1% | 0% | 0% | 25
Cc1ccc2ccc(C(Nc3ccccn3)c3ccccc3)c(O)c2n1 (configuration not stated) | -1 | 3% | ? | -3 | -2% | -22% | 10% | 2% | -1% | .
CCN1CCN(C(=O)CN(Cc2ccccc2)S(C)(=O)=O)CC1 | 3 | -8% | -4 | 7 | 3% | -12% | -5% | -2% | 1% | 2
NS(=O)(=O)c1ccc(NC(=O)c2ccc(S(=O)(=O)N3CCCCCC3)cc2)cc1 | . | . | 17 | -5 | -1% | 0% | . | . | 14% | .
CC(C)CC(COCc1ccc([N+](=O)[O-])cc1)N1CCN(C(=O)c2ccc(C(F)(F)F)cc2)CCC1=O (configuration not stated) | -7 | 3% | 5 | 0 | -1% | 0% | ? | . | . | -3
Cc1ccccc1-n1nnnc1SCc1csc(-c2ccccc2)n1 | 2 | 9% | 2 | 8 | -7% | -8% | 5% | 2% | 9% | 16
Cc1ccc(Cc2ccccc2C(=O)O)cc1 | . | . | 26 | -8 | 5% | 25% | . | . | . | .
COc1ccccc1CN1CCC(CNS(=O)(=O)c2cc(-c3onc(C)c3C)ccc2OC)CC1 | -2 | -8% | -31 | 30 | 2% | -62%[inhibitor] | -15% | -3% | -4% | 9
COc1ccc(C(CCNCc2ccc(N(C)C)cc2)c2ccccc2OC)cc1 (configuration not stated) | 1 | -2% | -5 | -99* | 1% | 13% | 3% | 0% | -2% | 9
CCCCC(=O)OCc1nc(N)nc(Nc2ccccc2C)n1 | -1 | 5% | 1 | -2 | -3% | 17% | . | 0% | 11% | 5

Hits appear at their usual frequency, and some 2% of all compounds hit somewhere here.
